# High-throughput results from PubChem.
# SW480 rerep: induces DNA re-replication in SW480 colon adenocarcinoma cells; 340,000 tested, 1.8% active; SW480 DNA re-replication, Hoechst DNA content imaging, 48 h; Potency, µM (series often up to 46.1 µM), for inactives: at the top dose re-replication activation, hits mostly activators; AID 624297; further: potency means the concentration at half of the fitted maximal effect; % of control where 0% means no effect; nearly all actives have a fitted effect of over 55% in size
#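 SW480 cells exposed to compounds for 48 hr at 37 C, 5% CO2, then Hoechst-stained 40 min. Nuclear DNA content imaged by fluorescence scanning (405 nm excitation, 500-530 nm emission); re-replication scored as increased high-intensity nuclei.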
# GLP-1R agonist: activates the human GLP-1 receptor; P43220; 380,000 tested, 0.007% active; Potency, µM (top dose mostly 45.6 µM), without a hit: at the top dose activation, most hits filed as activators; AID 624172; HEK293 GLP-1R CRE-luciferase, luminescence, 4-6 h; cells express a hypersensitive GLP-1R form; further: potency means the concentration at half of the fitted maximal effect; % of control where 0% means no effect
# Target sequence (P43220 whole entry, looked up): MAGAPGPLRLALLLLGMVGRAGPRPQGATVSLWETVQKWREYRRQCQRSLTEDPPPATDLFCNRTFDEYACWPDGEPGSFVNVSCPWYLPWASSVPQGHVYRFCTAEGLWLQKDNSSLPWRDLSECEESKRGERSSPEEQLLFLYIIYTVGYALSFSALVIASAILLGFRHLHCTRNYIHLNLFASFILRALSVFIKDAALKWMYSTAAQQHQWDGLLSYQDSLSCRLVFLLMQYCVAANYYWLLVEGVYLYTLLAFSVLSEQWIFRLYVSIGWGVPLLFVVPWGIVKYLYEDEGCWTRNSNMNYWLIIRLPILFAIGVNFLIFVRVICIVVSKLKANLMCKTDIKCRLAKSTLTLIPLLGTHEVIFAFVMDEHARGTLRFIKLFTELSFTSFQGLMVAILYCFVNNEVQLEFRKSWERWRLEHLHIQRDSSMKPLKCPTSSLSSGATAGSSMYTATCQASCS
# IL1B secr inh: inhibitors of inflammasome signaling (IL-1 beta secretion). 360,000 tested, 4.7% active. activity change, % at 57.5 µM. THP-1 LPS/ATP IL-1B secretion, AlphaLISA, 16 h; active compounds read low; in the data active means activity change below about -50%; inconclusive means mostly about -30% to -49%; further: on the % scale 0 is the no-effect control and ±100 the full control effect
#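 THP-1 cells pretreated 1 hr with compounds (up to 57.5 uM final), then stimulated with LPS (250 ng/mL final) plus ATP (1.25 mM final); secreted IL-1B measured by AlphaLISA after 16 hr, decreased signal indicating inhibition.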
# HT1080-NT tox: kills 2HG-producing HT-1080-NT fibrosarcoma cells. Potency, µM (highest dose often 46.1 µM), inactives show at the highest dose activity, negative = less viability, usual class: cytotoxic. 360,000 tested, 1.6% active. HT-1080-NT fibrosarcoma viability, CellTiter-Glo ATP luminescence, 48 h. AID 686970;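 further: NT is the 2HG producing partner of a matched IDH1 knockdown line; potency means the concentration at half of the fitted maximal effect; 0% = DMSO-treated cells and -100% = media-only wells without cells; nearly all actives have a fitted effect of over 55% in size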
#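 Viability by CellTiter-Glo luminescence after 48 h compound exposure at 37C of HT-1080-NT cells (750/well, RPMI, 5% FBS). % activity scaled between DMSO wells and medium-only wells, then curve-fitted and categorized by curve class.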
# KB-V1 cytotox: KB-V1 MDR subline cytotoxicity; KB-V1 MDR cells viability, CellTiter-Glo, 72 h; Potency, µM (series often up to 46.1 µM), for the others: at the highest dose activity change, negative = cytotoxicity, usual class: cytotoxic; 400,000 tested, 3.4% active; further: potency means the concentration at half of the fitted maximal effect; on the % scale 0 is the no-effect control and ±100 the full control effect; nearly all actives have a fitted effect of over 60% in size
#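 Readout: CellTiter-Glo luminescence, 10 min after addition. Cells: KB-V1 MDR subline, 72 h at 37 degrees C with compound. Analysis: corrected, normalized data fitted to concentration-effect curves.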
# DRD3 antagonist: blocks the human D3 dopamine receptor | 360,000 tested, 2.5% active | max response, negative = inhibition, % | D3R cells, DiscoveRx beta-arrestin luminescence, antagonist mode; active compounds read low; in the data active means max response below about -50%; inconclusive means no clear call, values can overlap the other calls; further: on the % scale 0 is the no-effect control and ±100 the full control effect; mostly tested at two doses, the higher about 12 µM
# Target sequence (P35462 whole entry, looked up): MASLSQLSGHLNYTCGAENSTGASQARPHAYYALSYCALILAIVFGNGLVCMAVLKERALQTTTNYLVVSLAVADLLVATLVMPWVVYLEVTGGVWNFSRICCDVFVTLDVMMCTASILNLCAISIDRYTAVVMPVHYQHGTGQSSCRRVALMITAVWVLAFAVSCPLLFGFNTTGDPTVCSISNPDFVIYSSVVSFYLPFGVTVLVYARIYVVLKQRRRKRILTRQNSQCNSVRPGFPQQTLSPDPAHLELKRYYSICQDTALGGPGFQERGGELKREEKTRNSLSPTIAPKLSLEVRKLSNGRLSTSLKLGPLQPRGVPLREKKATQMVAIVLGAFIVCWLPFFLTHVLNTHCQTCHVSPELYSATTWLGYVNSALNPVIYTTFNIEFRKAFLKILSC
#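 Cells plated overnight at 1500 cells/well, then exposed to library compounds with dopamine controls for 90 minutes at 37 degrees C. DiscoveRx reagent added for 30–60 minutes at room temperature; luminescence read, quantitative HTS format.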
# HT1080 IDH1KD tx: toxicity to HT-1080 IDH1 knockdown cells (counter line); HT-1080 IDH1 knockdown viability, ATP luminescence, 48 h; Potency, µM (doses to about 46.1 µM), without a hit: at the top dose activity, negative = toxicity, actives largely listed as cytotoxic; 360,000 tested, 2% active;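 further: potency means the concentration at half of the fitted maximal effect; 0% = DMSO wells and -100% = cell-free medium wells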
#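 Using the IDH1-knockdown HT-1080 line run in the same batch and compound series as the NT line, viability after 48 h at 37 °C was determined by CellTiter-Glo luminescence and expressed as % activity.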
# D3 ag: activates the human D3 dopamine receptor. max activation, %. 410,000 tested, 0.58% active. AID 652048. P35462. D3R DiscoveRx beta-arrestin cells, luminescence, 90 min; in the data active means max activation above about 30%; further: 0% is about no effect; mostly tested at two doses, the higher about 12 µM
#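 Cells at 1500/well, incubated overnight, then treated with pinned compounds (dopamine as control) for 90 min at 37 degrees C. DiscoveRx reagent added for 30 - 60 minutes at room temperature; luminescence read.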
# KB-3-1 tox: KB-3-1 parental cell cytotoxicity; KB-3-1 viability, CellTiter-Glo ATP luminescence, 72 h; Potency, µM (titrated, usually from 46.1 µM), for the others: at the highest dose activity change, negative = cytotoxic, actives largely listed as cytotoxic; 400,000 tested, 1.4% active; further: potency means the concentration at half of the fitted maximal effect; on the % scale 0 is the no-effect control and ±100 the full control effect; nearly all actives have a fitted effect of over 60% in size
#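 Cytotoxicity in the drug-sensitive parental line KB-3-1 was scored as loss of CellTiter-Glo luminescence following 72 h incubation with compound. Values come from curve fitting of normalized concentration-response data.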
# Starred values were filed as active, the others as inactive; ? = inconclusive; · = no result given; & = joins results of further samples; [ ] = another dose, or the depositor's remark. Unless noted, the call rests on the fitted dose curve; in most records, active means well fitted curve in the direction sought with a large enough effect; inconclusive means small, poorly fitted or top-dose-only effect, or another doubt; inactive means no such curve, though single readings can be large; an effect the other way counts as inactive or inconclusive.
SMILES,SW480 rerep,GLP-1R agonist,IL1B secr inh,HT1080-NT tox,KB-V1 cytotox,DRD3 antagonist,HT1080 IDH1KD tx,D3 ag,KB-3-1 tox
CC1(C)Cc2ccccc2-c2nc(NCCO)n(-c3ccccc3)c(=O)c21,0%,0%,-16,1%,2%,?,-1%,6,6%
COc1ccccc1CNC(=O)c1sccc1C,-15%,10%,0,11%,-14%,-6,2%,-1,-2%
COc1ccc(N(CC(=O)N2CCN(c3cccc(Cl)c3)CC2)S(=O)(=O)c2c(C)noc2C)cc1,-12%,-6%&-2%,-13,0%,-31%&-2%,-5,-8%,0&3,?
O=C(COc1ccc2c3c(c(=O)oc2c1)CCC3)N1CCN(c2ccccc2)CC1,12%,4%,?,0%,0%,7,-4%,-10,3%
CC(C)NC(=O)CSc1nc(N)c(NC(=O)c2ccco2)c(=O)[nH]1,-1%,1%,14,9%,8%,5,17%,0,0%
CCc1cc(-c2[nH]ncc2-c2ccc(OC)cc2)c(O)cc1O,11%,6%,-83*,?,?,-5,?,1,?
Cc1ccccc1N1CC(C(=O)N2CCc3ccccc32)CC1=O (stereo not drawn),-7%,-2%,7,2%,-29%,-2,6%,9,2%
Cc1ccc(C(=O)CCC(=O)NC2CCCC(C)C2C)cc1 (stereo not drawn),3%,15%,10,20%,26%,3,18%,-1,1%
N#Cc1ccsc1NC(=O)CN1CCN(c2ccc(O)cc2)CC1,-14%,5%,0,?,-27%,7,-6%,3,25%
CN1CC(=O)N(CCOc2ccccc2)C1=O,-1%,-7%,-5,-4%,26%,-15,-3%,-2,-1%
CC(C(=O)Nc1ccccc1C(=O)N1CCOCC1)N(c1ccccc1)S(C)(=O)=O (stereo not drawn),3%,-6%,20,19%,11%,-4,15%,3,-8%
CCCCOc1ccc(C(=O)NCC(=O)N2CC(C)OC(C)C2)cc1 (stereo not drawn),-2%,-12%,12,9%,?,-4,11%,3,10%
COc1ccc(-c2nc(N)n[nH]2)cc1OC,-6%,-3%,-18,7%,0%,-7,8%,1,-7%
CCN(CC)S(=O)(=O)c1ccc(N2CCCC2)c(NS(=O)(=O)c2ccccc2)c1,12%,6%,15,0%,-19%,-19,-3%,0,2%
COc1ccc(C(CCNCc2ccc(N(C)C)cc2)c2ccccc2OC)cc1 (stereo not drawn),5%,15%,-101*,?,?,-55*,29µM*,-30,-37%
CCC1(C)Cc2ccccc2-c2c1c(=O)n(-c1ccc(C)cc1)c1nnnn21 (stereo not drawn),-1%,1%,3,8%,-7%,19,-1%,3,0%
CCN(CC)C(=O)c1c(Cl)nc(C)c([N+](=O)[O-])c1C,-3%,0%,7,11%,13%,9,16%,-4,-1%
CCOC(=O)N1CCC(NCc2c(C(=O)N(C)Cc3ccccc3)nc3ccccn23)CC1,-1%,16%,-1,3%,12%,-12,5%,8,6%
C=CCN(CC=C)C(=S)Nc1ccc2nsnc2c1,1%,-1%,45,-10%,11%,-4,-9%,0,-1%
O=C(CCN1CCCCCC1)Nc1ccc(F)cc1,?,-2%,-7,-23%,?,-84*,-4%[9.24 µM],-37,-16%
CCOc1ccc(CC(=O)N2CCC3(CC2)NCCc2[nH]cnc23)cc1,6%,-3%,-3,-11%,28%,-1,0%,-2,-1%
Cc1cccc(N2CC(C(=O)NCCC3=CCCCC3)CC2=O)c1C (stereo not drawn),2%,1%,7,-4%,-2%,13,1%,-3,8%
N#C/C(=C\c1ccccc1OCC(=O)O)c1nc2ccccc2[nH]1,26%,-3%,0,6%,13%,-2,9%,0,17%
Cc1nn(C(C)C(=O)NCc2cccs2)c(=O)c2nn(-c3ccccc3)c(C)c12 (stereo not drawn),0%,11%,13,1%,-11%,-7,-5%,-2,0%
Cc1ccc(OCC(=O)N2CCOCC2)cc1C,4%,7%,0,1%,0%,-5,-4%,-11,1%
# New compounds follow.
SMILES,SW480 rerep,GLP-1R agonist,IL1B secr inh,HT1080-NT tox,KB-V1 cytotox,DRD3 antagonist,HT1080 IDH1KD tx,D3 ag,KB-3-1 tox
COc1ccc(S(=O)(=O)N2CCc3ccccc32)cc1C(=O)OCc1c(C)noc1C,2%[9.22 µM],2%,-11,-21%,-13%,-19,?,-9,-15%
O=C(CNC(=O)C1COc2ccccc2O1)N/N=C/c1ccc([N+](=O)[O-])cc1 (stereo not drawn),-17%,6%,29,-16%,-16%,15,-2%,19,20%
COc1cccc(-c2nnc(NC(=O)c3ccc4ncsc4c3)o2)c1,-12%,-14%,7,-16%,?,-20,?,-5,?
COc1nc(Nc2cccc([N+](=O)[O-])c2)nc(OC)n1,-13%,38%,-8,14%,3%,3,2%,11,-5%
CCOC(=O)c1c(NC(=O)CSc2nnc(-c3ccccc3)n2CC)sc(C(C)=O)c1C,9%,-1%,-16,-1%,-28%,25,-10%,14,-10%
Cc1ccc(S(=O)(=O)NCCC(=O)N2CCN(Cc3ccccc3)CC2)cc1,10%,6%,-4,-3%,?,4,11%,-10,0%
CCN(CC)C(=O)COc1coc(CN2CCN(Cc3ccccc3)CC2)cc1=O,-7%,2%,-10,-4%,3%,-13,4%,-2,5%
O=C(O)c1cccc(Cn2cccn2)c1,-15%,-7%,-1,13%,0%,12,11%,1,-3%
COCCCNC(=O)CN(c1cc(Cl)ccc1OC)S(C)(=O)=O,-15%,2%,0,18%,4%,0,19%,10,6%
Cc1ccc(N2CC(C(=O)Nc3nnc(SCC(=O)Nc4nc(C)cs4)s3)CC2=O)cc1 (stereo not drawn),-1%,2%,34,7%,7%,2,4%,5,?
COc1ccc(CCC(=O)OCC(=O)Nc2ccccc2OC(F)F)cc1OC,?,14%,-24,8%,-2%,1,24%,3,10%
COc1ccc(C(=O)NCCN2CCOCC2)c(OC)c1OC,-9%,4%,0,-2%,-21%,6,-8%,14,-1%
COc1ccccc1Nc1ncc(C(=O)Nc2ccc(OC)c(OC)c2)c2ccccc12,-59%[inhibitor],0%&-2%,-7,-11%,0%&-25%,11,6%,2&1,0%&-15%
COc1ccc(OC)c(CN2CCN(C(=O)c3cccc(S(=O)(=O)Nc4ccccc4OC)c3)CC2)c1,-5%,0%,-17,-6%,?,-5,-3%,-3,8%
O=C(COC(=O)COc1ccccc1)NCc1ccc2c(c1)OCO2,-3%,0%,19,0%,·,-6,-2%,-3,·
Cc1nc(SCC(=O)NCCc2ccccc2)c2oc3ccccc3c2n1,6%,1%,10,-2%,-9%,-3,-4%,-3,-5%
COc1cc(CC(=O)Nc2c(-c3ccccc3)[nH][nH]c2=O)cc(OC)c1,·,·,-1,15%,0%,0,2%,-9,-4%
CCOC(=O)C1(CC2CC2)CCN(Cc2cn[nH]c2-c2ccccc2)CC1,-14%,4%,0,4%,-4%,4,2%,4,22%
CC(=O)c1ccc(S(=O)(=O)N2CCCC(N(C)CCc3ccccn3)C2)cc1 (stereo not drawn),0%,1%,6,1%,?,-6,1%,0,?
CCCCN(CC)C(=S)Nc1ccc2nc3n(c(=O)c2c1)CCCCC3,3%,0%,-23,6%,?,-24,14%,-2,-1%
COc1ccc([C@H]2CC(=O)C[C@@H](CCn3cc(C(C)C)nn3)O2)cc1,·,7%,14,18%,?,4,5%,-6,11%
COc1cccc(N2CCN(C(c3ccccn3)c3nnnn3C(C)(C)C)CC2)c1 (stereo not drawn),-4%,1%,-1,6%,-24%,-16,4%,-1,-2%
O=C(O)CCC(=O)Nc1ccccc1C(=O)Nc1ccccc1,16%,4%,-1,2%,-6%,-20,18%,5,2%
CC(=O)N1c2ccc(S(=O)(=O)N3CCCCC3)cc2CC1C(=O)Nc1ccc(F)cc1C (stereo not drawn),-2%,-3%,16,-9%,-3%,-9,-9%,-3,-2%
CCN(C(=O)Cc1ccccc1OC)c1nnc(-c2ccncc2)s1,-3%,7%,2,?,?,-9,-5%,-8,-5%
# Later entries
SMILES,SW480 rerep,GLP-1R agonist,IL1B secr inh,HT1080-NT tox,KB-V1 cytotox,DRD3 antagonist,HT1080 IDH1KD tx,D3 ag,KB-3-1 tox
N#CCCN(C(=O)COC(=O)C1=COCCO1)c1ccc(F)cc1,-4%,0%,8,3%,9%,-11,9%,-5,7%
CCn1c(SCC(=O)OC)nnc1-c1ccncc1,-5%[9.22 µM],2%,?,-1%,0%,14,-3%,-6,0%
CCOC(=O)c1ccccc1NC(=O)CSc1nncn1C,-15%,4%,5,18%,-7%,-3,18%,-12,13%
Cc1cc(C)c(S(=O)(=O)NCc2nc3nc(C)cc(C)n3n2)c(C)c1,-2%,-2%,14,8%,-1%,2,-1%,4,0%
Cc1ccccc1NC(=O)CSCCO,-2%,-13%,18,0%,0%,4,6%,0,6%
COC(=O)c1cccc(NC(=O)Cn2cnc3c2c(=O)n(C)c(=O)n3C)c1,-6%,-2%,14,4%,3%,-17,0%,0,-2%
CC(C)OCCCNC(=O)C1CCC(CNS(=O)(=O)c2ccccc2)CC1 (stereo not drawn),-9%,3%,10,0%,?,14,-1%,-6,1%
Cc1ccccc1NC(=O)CSCC(=O)Nc1ccccc1C,-6%,0%,16,0%,?,-15,14%,4,1%
O=S(=O)(N/N=C\c1ccc2c(c1)OCO2)c1ccccc1,-2%,16%,27,1%,15%,-12,-1%,-2,0%
COc1cccc([C@@H]2Oc3ccc(OC)cc3C(=O)[C@H]2OC(=O)Nc2cc(OC)c(OC)c(OC)c2)c1,8%,8%,-6,0%,4%,0,-7%,-6,-15%

# In a second layout: entries from further up
# Values run as follows: SW480 rerep | GLP-1R agonist | IL1B secr inh | HT1080-NT tox | KB-V1 cytotox | DRD3 antagonist | HT1080 IDH1KD tx | D3 ag | KB-3-1 tox
CCOC(=O)c1ccccc1NC(=O)CSc1nncn1C
→ -15% | 4% | 5 | 18% | -7% | -3 | 18% | -12 | 13%
Cc1cc(C)c(S(=O)(=O)NCc2nc3nc(C)cc(C)n3n2)c(C)c1
→ -2% | -2% | 14 | 8% | -1% | 2 | -1% | 4 | 0%
Cc1ccccc1NC(=O)CSCCO
→ -2% | -13% | 18 | 0% | 0% | 4 | 6% | 0 | 6%
